# SIRT5 block: inhibitors of human sirtuin-5 desuccinylase. 1.1% of 330,000 active. Purified SirT5, succinyl-peptide AMC, trypsin-coupled fluorescence. Q9NXA8. inhibition, % at 15 µM; in the data active = inhibition above about 15%; inconclusive = no clear call, values can overlap the other calls
# Target sequence (Q9NXA8 whole entry, looked up): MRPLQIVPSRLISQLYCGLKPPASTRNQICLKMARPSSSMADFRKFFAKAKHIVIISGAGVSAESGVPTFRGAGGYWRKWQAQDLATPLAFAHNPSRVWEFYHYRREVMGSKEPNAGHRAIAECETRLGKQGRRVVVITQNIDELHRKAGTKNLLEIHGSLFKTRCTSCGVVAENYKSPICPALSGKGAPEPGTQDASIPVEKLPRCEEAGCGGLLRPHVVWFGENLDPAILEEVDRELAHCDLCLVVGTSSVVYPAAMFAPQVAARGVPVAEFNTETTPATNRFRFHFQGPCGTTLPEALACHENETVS
# C2C12 statin: suppression of simvastatin myotoxicity. C2C12 myotubes + simvastatin, ATP luminescence, 48 h; scaled: DMSO 0, geranylgeraniol control 100. 0.78% of 330,000 active. rescue of ATP level, % at 7.49 µM;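 active = mean ATP rescue above about 67%, or every replicate alone reaching that limit, limit read from the data, passing the limit was not always enough; inconclusive = no clear call, values can overlap the other calls; inactive = mean under the limit and some replicate under it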;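 also: myotubes were challenged with 10 µM simvastatin during compound exposure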
# esBAF inh: blocks esBAF chromatin remodeling in mouse ES cells; reporter increase, % at 12.5 µM; AID 602393; Bmi1-luciferase knock-in reporter, 24 h; 100% = twice the neutral-well signal; 2% of 350,000 active; in the data active = activation above about 40%; inconclusive = no clear call, values can overlap the other calls;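 also: 0% = median of the plate's neutral control wells and 100% = double that signal; a rise in the Bmi1 reporter signal indicates esBAF inhibition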
# FN deposition inh: fibronectin deposition inhibition; inhibition, % at 12.6 µM; 0.086% of 350,000 active; AH1F fibroblasts, Alexa488-fibronectin deposition fluorescence, overnight;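 active = mean inhibition across replicates of 30% or more, regardless of how many single replicates reach that level; inconclusive = mean under 30% yet at least half of replicates reach 30%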;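 also: positive control wells lacked labelled fibronectin entirely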
#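 Schedule: 1 h cell adhesion before compound, then overnight fibronectin incubation; test system: AH1F fibroblast monolayer depositing Alexa488-labelled fibronectin into matrix; quantity: 10000 AH1F cells per well; probe or stimulus: fluorescent fibronectin at 24 nM final; signal: fluorescence, ex 485 nm, em 525 nm; evaluation: percent inhibition as loss of matrix-bound fibronectin fluorescence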
# LGR2 inh: Drosophila LGR2 receptor signaling inhibition. HEK293 LGR2, CRE-luciferase, bursicon-stimulated, 4 h. inhibition, % at 9.99 µM. 0.35% of 380,000 active;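 active = drop in luminescence signal, shown as inhibition above about 50% in the replicate tests, limit read from the data, passing the limit was not always enough; inconclusive = probably only some replicates passing the limit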;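 also: agonist challenge used bursicon conditioned medium at about half maximal strength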
# S100A4 inh HTS: S100A4-myosin IIA interaction inhibition; P26447; S100A4/TAMRA-MyoIIA peptide fluorescence polarization; inhibition, % at 10.7 µM; 0.14% of 360,000 active;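 active = mean inhibition of at least 70% across replicates, with every replicate also reaching that level; inconclusive = mean inhibition reaches 70% but some replicates fall short; inactive = mean inhibition below 70%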
# Target sequence (P26447 whole entry, looked up): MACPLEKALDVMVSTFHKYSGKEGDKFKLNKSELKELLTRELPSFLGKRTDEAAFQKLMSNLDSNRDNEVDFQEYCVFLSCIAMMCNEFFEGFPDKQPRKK
#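 assay system = human S100A4 monomer with TAMRA-labelled myosin IIA peptide | also added = labelled myosin peptide probe, 5 nM | incubation = 5 min between mix addition and reading | control set = DMSO and TFP controls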
# CASP6 VEID inh: caspase-6 (human) enzyme inhibition | inhibition, % at 12.5 µM | 0.53% of 350,000 active | purified caspase-6, Z-VEID-R110 cleavage fluorescence | P55212;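 active = mean inhibition across replicates at least about 35%, with every replicate also reaching that limit, limit read from the data; inconclusive = only one of the two criteria met; inactive = neither criterion met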;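 also: 0% = median of neutral control wells and 100% = no fluorescence left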
# Target sequence (P55212 24-179 limits assumed): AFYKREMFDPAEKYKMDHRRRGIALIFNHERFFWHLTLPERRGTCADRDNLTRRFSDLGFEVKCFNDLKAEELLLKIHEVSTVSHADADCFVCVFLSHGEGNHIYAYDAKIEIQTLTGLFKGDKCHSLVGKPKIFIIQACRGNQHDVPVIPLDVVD
# Target sequence (P55212 194-293 limits assumed): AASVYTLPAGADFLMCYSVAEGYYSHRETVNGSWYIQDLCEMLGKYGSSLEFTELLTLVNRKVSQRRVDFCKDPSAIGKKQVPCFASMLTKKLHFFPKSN
# Starred values were filed as active, the others as inactive; u = inconclusive; x = not tested or not shown. Some of the compounds tested; count on the stated rates, not on these rows.
SMILES,SIRT5 block,C2C12 statin,esBAF inh,FN deposition inh,LGR2 inh,S100A4 inh HTS,CASP6 VEID inh
CN(C)CCCNC(=O)C[C@H]1CC[C@H](NC(=O)c2ccccc2F)[C@H](CO)O1,1,8,-3,-6,5,7,0
Cc1noc(C)c1NC(=O)Nc1ccc2c(c1)C(=O)N([C@@H](C)CO)C[C@H](C)[C@@H](CN(C)C)O2,-3,0,-6,x,18,-4,3
COc1ccccc1NC(=O)N1CCCCN2[C@H](CO)[C@H](c3ccc(-c4cccc(C#N)c4)cc3)[C@@H]2C1,3,7,-2,16,-2,1,1
COc1ccc(Cl)cc1NC(=O)CCc1nnc2ccc(N3CCC4(CC3)OCCO4)nn12,1,16,3,-3,4,-1,4
COc1ccccc1-c1cccc(-c2nc(C(=O)N3CCN(C)CC3)cc3c2[C@H](CCO)N([S@@](=O)C(C)(C)C)C3)c1,5,-6,0,0,-27,-10,-1
CCCCCc1c(O)c2ccccc2[nH]c1=O,x,-3,-4,2,x,x,x
COc1cccc(C(NC(C)=O)c2nc(-c3ccc4c(c3)OCO4)cs2)c1 (configuration not stated),x,48,-6,-2,16,-2,4
Cc1ccc(S(=O)(=O)N(C)C[C@H]2Oc3ccc(NS(=O)(=O)c4ccc(Cl)cc4)cc3C(=O)N([C@@H](C)CO)C[C@@H]2C)cc1,6,-69,0,x,-11,-22,-2
Cc1ccn(CCC(=O)N2CCCC(CCC(=O)N3CCN(c4ccccn4)CC3)C2)n1 (configuration not stated),-4,4,11,4,-16,0,-3
CC(C)c1cc(C(=O)Nc2ccc3c(c2)OCO3)no1,x,83*,1,-9,8,1,-3
CCN(C[C@@H]1[C@@H](c2ccccc2)[C@@H](CO)N1CC1CC1)C(=O)c1ccccc1F,6,x,x,3,2,-3,0
CC1CC2=C(NC(=S)NC2c2ccc(F)cc2)/C(=C/c2ccc(F)cc2)C1 (configuration not stated),x,3,-6,x,-8,x,x
CCN(CC)S(=O)(=O)c1ccc(NC(=S)NC(=O)C2CCC2)cc1,-1,x,x,x,13,-4,2
Cc1cc2ccccn2c1C(=O)c1ccc(C#N)cc1,-4,19,5,5,-24,-4,-9
COCOCCn1cc(CN2CCS(=O)(=O)N(Cc3ccc(-c4ccc(OC)cc4)cc3)C(CC(C)C)C2=O)nn1 (configuration not stated),18*,-6,3,-2,6,0,-1
COc1cccc(C(NC(C)=O)c2nc(-c3ccc4ccccc4c3)cs2)c1 (configuration not stated),-3,0,4,-4,-19,-2,6
COc1cccc(C2CC(c3c(Cl)cccc3Cl)n3nc(N)nc3N2)c1 (configuration not stated),0,-2,2,-5,0,-3,-1
COc1ccc(CNC(=O)C(C)N2C(=O)COc3ccc(C)cc32)c(OC)c1 (configuration not stated),-2,u,-1,2,-16,0,2
COc1ccc(CNC(=O)C[C@@H]2C[C@@H]3c4cc(NC(=O)CC5CC5)ccc4O[C@@H]3[C@@H](CO)O2)cc1,x,-6,2,7,-20,x,x
CN(CC(=O)Nc1cccnc1)S(=O)(=O)c1ccccc1,x,10,-2,-11,x,x,x
CCC(C)NC(=O)N1c2ccccc2Sc2ccccc21 (configuration not stated),-2,x,x,2,0,1,-1
CCOC(=O)Cc1c(C)nc2c(C#N)c[nH]n2c1=O,-1,-22,-7,x,15,-1,3
O=C(O)/C(=C/c1ccc(Cl)c([N+](=O)[O-])c1)c1ccc(S(=O)(=O)N2CCCCC2)s1,10,-3,x,7,-2,2,32
C/C=C/c1ccc([C@H]2[C@@H](CO)N3CCCCN(S(=O)(=O)c4cccc(C)c4)C[C@@H]23)cc1,11,20,-2,x,17,-9,1
COCCn1c(N)c(Sc2ccc([N+](=O)[O-])cc2)c(=O)[nH]c1=O,x,x,x,8,10,3,-2
NC(=O)C(c1ccc(Cl)cc1)c1ccc(Sc2ccc(Cl)cc2)nn1 (configuration not stated),x,42,11,x,-3,x,x
CC12CCC(=O)N1C(C(=O)Nc1cccc(S(=O)(=O)N3CCCCCC3)c1)CS2 (configuration not stated),-1,0,x,-3,24,1,1
[O-]/C(=C(\C(=S)Nc1cccc2ccccc12)[n+]1ccccc1)c1cccs1,-6,5,-2,-3,-9,-3,1
COc1ccc(NC(=O)Nc2ccc3c(c2)[C@H]2C[C@H](CC(=O)NCCc4ccccc4)O[C@@H](CO)[C@H]2O3)cc1,1,-9,-10,x,-9,-2,-1
CN(C)c1ncnc2sc(-c3ccccc3)cc12,2,-8,17,7,-39,0,0
O=C(NCc1ccco1)c1cccc2c1C(=O)c1ccc(N3CCCC3)cc1S2(=O)=O,x,-9,-2,-7,1,5,-4
Cc1nn(C)c(C)c1S(=O)(=O)N1CCC(CO)(Cc2ccc(Cl)cc2)CC1,3,x,x,-7,3,-10,2
CCCC#Cc1ccc([C@H]2[C@H]3CN(C(=O)NCCC)CC(=O)N3[C@H]2CO)cc1,-4,x,x,x,-1,-8,0
Cc1cc(C)n(-c2c(C)[nH]c3ccccc23)n1,0,x,x,1,13,1,-2
CN1C(=O)c2cc(NC(=O)c3cscn3)ccc2OC[C@H]2O[C@H](CC(=O)N3CCCCC3)CC[C@H]21,-1,-2,0,-6,-24,2,-4
CO[C@@H]1CN(C)C(=O)c2cc(NC(=O)C3CCC3)ccc2OC[C@H](C)N(Cc2nccs2)C[C@H]1C,-2,1,-6,12,-11,20,0
COc1ccc(NC(=O)C(c2cc3c(cc2[N+](=O)[O-])OCO3)N(C)C)cc1 (configuration not stated),0,x,x,2,-5,14,0
Cn1c(NCC(O)c2ccccc2)nc2c1c(=O)n(Cc1ccc(Cl)c(Cl)c1)c(=O)n2C (configuration not stated),x,19,9,x,25,x,x
CCc1nc2ccc(C(=O)N3CCN(c4cccc(C(F)(F)F)c4)CC3)cc2nc1CC,2,-5,-6,8,-8,-4,0
Cc1cc(C(=O)COc2ccc(Br)cc2F)c(C)n1CC1CCCO1 (configuration not stated),-5,1,17,-1,-31,2,-1

# Pulled one by one from the entries so far, 5 records:
SMILES,SIRT5 block,C2C12 statin,esBAF inh,FN deposition inh,LGR2 inh,S100A4 inh HTS,CASP6 VEID inh
O=C(NCc1ccco1)c1cccc2c1C(=O)c1ccc(N3CCCC3)cc1S2(=O)=O,x,-9,-2,-7,1,5,-4
C/C=C/c1ccc([C@H]2[C@@H](CO)N3CCCCN(S(=O)(=O)c4cccc(C)c4)C[C@@H]23)cc1,11,20,-2,x,17,-9,1
COc1ccc(NC(=O)Nc2ccc3c(c2)[C@H]2C[C@H](CC(=O)NCCc4ccccc4)O[C@@H](CO)[C@H]2O3)cc1,1,-9,-10,x,-9,-2,-1
Cn1c(NCC(O)c2ccccc2)nc2c1c(=O)n(Cc1ccc(Cl)c(Cl)c1)c(=O)n2C (configuration not stated),x,19,9,x,25,x,x
Cc1nn(C)c(C)c1S(=O)(=O)N1CCC(CO)(Cc2ccc(Cl)cc2)CC1,3,x,x,-7,3,-10,2

# Remaining list, next part
SMILES,SIRT5 block,C2C12 statin,esBAF inh,FN deposition inh,LGR2 inh,S100A4 inh HTS,CASP6 VEID inh
CN(/C(=N/S(=O)(=O)c1cccs1)c1ccccc1)c1ccc(O)cc1,-2,-2,-5,6,-7,-3,1
COc1ccccc1CNC(=O)C[C@@H]1C[C@H]2c3cc(NC(=O)Nc4ccc(C(F)(F)F)cc4)ccc3O[C@H]2[C@H](CO)O1,-2,-5,-3,-18,-1,-2,1
CNC(=O)/C(C#N)=C/c1c(N2CCCCCC2)nc2ccccn2c1=O,-9,9,1,4,-11,33,-1
COc1cccc(-c2cnc3c(c2)C(=O)N([C@H](C)CO)C[C@H](C)[C@H](CN(C)S(=O)(=O)c2ccc(C#N)cc2)O3)c1,3,x,0,-6,2,9,1
COc1ccc(OC)c(NC(=O)Cn2cccc2)c1,-2,x,x,x,-2,3,2
Nc1c(N(Cc2ccccc2)C(=O)COc2cccc(Cl)c2)c(=O)[nH]c(=O)n1Cc1ccccc1,-1,x,x,-1,7,16,3
COCC(=O)N(C)C[C@@H]1Oc2cc(C#CC3CC3)ccc2S(=O)(=O)N([C@H](C)CO)C[C@H]1C,1,9,-1,4,-12,-4,7
CN1c2ccc(C#Cc3cccnc3)cc2[C@@H]2[C@@H](CCN2C(=O)C2CCCCC2)[C@H]1CO,2,-4,-5,10,17,5,-2
Nc1ncnc2nc(SCCc3ccccc3)[nH]c12,x,-1,-5,3,x,x,x
CC(=O)N1CC(=O)N2[C@@H](CO)[C@H](c3ccc(-c4ccc(C(=O)N(C)C)cc4)cc3)[C@@H]2C1,23*,x,x,x,0,2,x
CCOCCC(=O)Nc1ncc(S(=O)(=O)c2ccc([N+](=O)[O-])cc2)s1,-5,5,-4,1,0,6,2
CC1C=CCC2C(=O)N(c3cccc(C(=O)NCCc4ccccc4)c3)C(=O)C12 (configuration not stated),-3,-7,-1,3,2,-3,14
Cc1ccc(NC(=S)Nc2cccc3ccccc23)cc1F,-4,x,x,0,-19,14,-2
C[C@H]1CN([C@@H](C)CO)C(=O)Cc2cc(NC(=O)Cc3cn(C)c4ccccc34)ccc2O[C@@H]1CN(C)C(=O)Nc1ccc(F)cc1,1,55,1,x,-4,-6,-1
O=C(CN1c2ccccc2Sc2ccccc21)N/N=C/c1ccc(Cl)cc1Cl,x,14,5,0,9,-15,-1
O=C(Nc1cccc(Cl)c1)N1C[C@H]2[C@@H](c3ccccc31)[C@@H](CO)N2C(=O)c1cccnc1,-2,-13,3,x,-25,5,-1
O=C(NC1CCSc2ccccc21)c1cc([N+](=O)[O-])ccc1N1CCOCC1 (configuration not stated),2,-2,7,-2,-4,-6,-3
COc1cc(NC(=O)COc2ccccc2Cl)ccc1NC(=O)c1cccs1,-5,-5,26,-6,11,7,-2
COc1ccc(NC(=O)Nc2ccc3c(c2)C(=O)N([C@H](C)CO)C[C@@H](C)[C@H](CN(C)Cc2ccncc2)OCCCC[C@H](C)O3)cc1,3,x,1,x,2,-8,1
C[C@H]1CN([C@@H](C)CO)C(=O)c2cc(C#Cc3ccccn3)cnc2O[C@H]1CN(C)C(=O)c1cnccn1,-3,0,-1,x,-5,15,0
Cc1cccc(NC(=S)N2CCN(C(=O)c3ccco3)CC2)c1,-2,7,4,-1,-13,-1,1
Nc1cc(=O)[nH]c(SCC(=O)Nc2ccc(Oc3ccccc3)cc2)n1,2,x,x,-2,15,-5,1
CC1(C)CC(=O)C=C(c2ccc(Oc3ccccc3)cc2)C1,x,6,68*,11,14,6,-1
CCC1CN(C(=O)N2CCC(C(=O)NCc3ccccc3C)CC2)c2ccccc2O1 (configuration not stated),-4,4,7,-2,-3,-6,1
CC(=O)Nc1ccc(CNC(=O)C[N+]2(C)CCOCC2)cc1,-5,x,x,-5,11,1,-2
CC(C)(C)C1c2[nH]c3ccccc3c2CCN1CCCn1cccn1 (configuration not stated),x,-6,-1,1,6,x,x
C=CCNC(=S)NNC(=O)COc1cccc(Cl)c1,-3,x,x,x,1,-11,3
Cc1csc2c(N3CCN(C(=O)NC(C)(C)C)CC3)ncnc12,x,11,12,-10,-13,2,6
C[C@@H]1CN([C@@H](C)CO)S(=O)(=O)c2ccc(C#Cc3ccccc3)cc2O[C@H]1CN(C)C(=O)Nc1ccccc1,u,-40,0,x,15,-19,4
CC(=O)Oc1ccc(/C=C(\NC(=O)c2cccc(Br)c2)C(=O)Nc2ccc(C(=O)O)cc2)cc1,5,-1,-2,-6,0,-4,1
COC(=O)Cn1c(CCS(=O)(=O)c2ccc(C)c(C)c2)nc2ccccc21,x,-4,4,-2,x,x,x
Cc1ccc(S(=O)(=O)N(C)C[C@H]2Oc3ccc(NC(=O)Nc4ccc(F)cc4)cc3C(=O)N([C@@H](C)CO)C[C@@H]2C)cc1,2,-28,-3,x,22,2,-4
CC(C)(C)c1cc(C(=S)N2CCN(CCO)CC2)cc(C(C)(C)C)c1O,x,-6,-2,6,x,x,x
